Rac1 wt modul: human Rac1 wildtype GTP binding, inhibitors and activators; P63000; GST-Rac1 beads, fluorescent GTP binding, flow cytometry; actives lie on both sides; 0 = cold GTP competed, 100 = untreated; GTP binding activity (% of control), % at 10 µM; 190,000 compounds, 0.27% hits; AID 757;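 active = GTP binding activity at least 20 points away from the 100% control level, either lower or higher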
ABCG2 block: blocks JC-1 efflux by human ABCG2 transporter. Q9UNQ0. IgMXP3 cells, flow cytometry. inhibition, % at 6.6 µM. 190,000 compounds, 0.1% hits. AID 1325;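 active = inhibition above 80%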;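 also: 0% = DMSO and 100% = nicardipine control wells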
Target sequence (Q9UNQ0 whole entry, looked up): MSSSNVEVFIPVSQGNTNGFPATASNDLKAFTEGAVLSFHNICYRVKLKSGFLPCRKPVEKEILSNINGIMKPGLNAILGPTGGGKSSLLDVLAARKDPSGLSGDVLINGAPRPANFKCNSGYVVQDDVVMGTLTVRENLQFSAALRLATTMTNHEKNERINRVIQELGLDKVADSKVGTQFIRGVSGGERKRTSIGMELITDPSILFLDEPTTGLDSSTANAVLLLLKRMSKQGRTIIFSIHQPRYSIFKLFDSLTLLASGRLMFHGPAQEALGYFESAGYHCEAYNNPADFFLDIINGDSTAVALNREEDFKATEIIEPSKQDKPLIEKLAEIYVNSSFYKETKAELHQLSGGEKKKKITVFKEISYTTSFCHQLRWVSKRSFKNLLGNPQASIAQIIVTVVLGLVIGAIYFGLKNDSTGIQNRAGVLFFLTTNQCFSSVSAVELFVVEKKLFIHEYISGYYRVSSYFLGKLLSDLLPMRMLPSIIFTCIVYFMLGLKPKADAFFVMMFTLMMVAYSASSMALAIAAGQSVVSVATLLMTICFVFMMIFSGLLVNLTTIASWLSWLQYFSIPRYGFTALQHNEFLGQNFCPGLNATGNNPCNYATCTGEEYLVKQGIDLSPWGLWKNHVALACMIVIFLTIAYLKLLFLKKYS
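material = IgMXP3 (ABCG2) plus far-red-tagged CCRF-Adr (ABCB1) cells | amount = 3 million cells/mL, equal mix of both lines | also added = JC-1 transporter substrate | dosing = one concentration, 6.6 µM final | schedule = 10 min at 25 °C | measured by = flow cytometric JC-1 green MFI at 530 nm | read-out basis = percent efflux inhibition, scaled nicardipine 100% to DMSO 0%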
Avidin fluor: compound fluoresces at 488/530 nm on avidin beads; AID 1775; fluorescence (KMESF) at 10 µM; 220,000 compounds, 0.38% hits; compound fluorescence 488/530 nm, flow cytometry; active compounds read high; in the data active = fluorescence above about 47; also: inactives centre near 10
HRas wt GTP bind: modulators of GTP binding to human HRas wildtype; P01112; GST-Ras wt beads, Bodipy-FL-GTP binding, flow cytometry; actives lie on both sides; 190,000 compounds, 0.14% hits; GTP binding activity, % at 10 µM;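 active = GTP binding activity at least 20% away from the 100% baseline, either lowered as inhibitor or raised as activator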;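 also: 0% = unlabeled GTP competition control and 100% = no-compound control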
Target sequence (P01112 whole entry, looked up): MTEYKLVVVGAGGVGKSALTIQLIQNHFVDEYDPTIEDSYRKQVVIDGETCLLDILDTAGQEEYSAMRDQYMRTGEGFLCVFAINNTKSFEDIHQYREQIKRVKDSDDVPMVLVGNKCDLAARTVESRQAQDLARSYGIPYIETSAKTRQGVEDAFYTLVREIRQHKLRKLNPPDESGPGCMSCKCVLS
Cdc42 wt GTP: changes GTP binding to wildtype human Cdc42. percent activity (GTP binding), % at 10 µM. GST-Cdc42 beads, Bodipy-GTP binding, flow cytometry; actives lie on both sides. 190,000 compounds, 0.2% hits;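 active = percent activity GTP binding at least 20 points away from the 100% baseline, either down as inhibitor or up as activator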;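 also: median bead fluorescence of bound Bodipy-FL-GTP at 100 nM; 0% = excess unlabeled GTP control and 100% = no compound control; below 100% means less GTP binding so inhibitor and above means activator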
Target sequence (P60953 whole entry, looked up): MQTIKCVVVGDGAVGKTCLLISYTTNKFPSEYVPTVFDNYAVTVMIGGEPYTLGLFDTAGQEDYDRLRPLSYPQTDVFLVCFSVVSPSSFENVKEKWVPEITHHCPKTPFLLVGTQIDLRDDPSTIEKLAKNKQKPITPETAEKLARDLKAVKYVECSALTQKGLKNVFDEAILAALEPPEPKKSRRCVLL
Pf gamet viab: inhibitors of late stage P. falciparum gametocyte viability; P. falciparum stage V gametocytes, ATP luminescence, 24 h; inhibition, % at 10.9 µM; 150,000 compounds, 0.065% hits; AID 743093;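 active = inhibition above the mean plus 3 SD of compounds within the control limits, set per campaign, cut at about 38% in these data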;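 also: 0% = DMSO wells and 100% = medium only without gametocytes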
GSH bead fluor: GSH bead compound fluorescence profile. GSH beads flow cytometry, compound fluorescence 488/530 nm; active compounds read high. AID 1776. 190,000 compounds, 0.25% hits. fluorescence (KMESF) at 10 µM; in the data active = fluorescence above about 89;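 also: glutathione beads carrying GST-tagged Bcl family fusion proteins plus one bare bead set; values are compound well signal with DMSO vehicle wells as background; inactives centre near 16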
Rab7 wt modul: dog Rab7 wildtype GTP binding, inhibitors and activators; GST-Rab7 beads, fluorescent GTP binding, flow cytometry; actives lie on both sides; untreated = 100%, excess cold GTP = 0%; GTP binding activity (percent of control), % at 10 µM; 190,000 compounds, 0.055% hits;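 active = fluorescent GTP binding to Rab7 beads changed by at least 20 points from the 100% baseline, either direction, mostly lower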;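 also: median green fluorescence of bound Bodipy-FL-GTP per Rab7 bead population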
Rac1 mut GTP: alters GTP binding to activated mutant human Rac1; P63000; GST-Rac1 activated beads, fluorescent GTP binding, flow cytometry; actives lie on both sides; 100% means binding = to untreated wells; percent activity (GTP binding), % at 10 µM; 190,000 compounds, 0.11% hits; AID 764;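 active = GTP binding at least 20 percentage points away from the 100% baseline, in either direction, so actives lie on both sides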
ABCB1 block: human ABCB1 inhibition, ABCG2 as counter-screen | P08183 | CCRF-Adr cells, JC-1 efflux, flow cytometry | inhibition, % at 6.6 µM | 190,000 compounds, 0.067% hits; in the data active = inhibition above about 40%;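 also: 0% = vehicle and 100% = reference inhibitor; higher value means more JC-1 retained so stronger ABCB1 efflux block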
Rab2 wt GTP: changes GTP binding to wildtype dog Rab2A, up or down. 190,000 compounds, 0.19% hits. GTP binding activity, % at 10 µM. GST-Rab2 wt beads, Bodipy-GTP binding, flow cytometry;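 active = GTP binding activity at least 20 points away from 100%, either lowered or raised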;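 also: 0% = beads with excess unlabeled GTP and 100% = no-compound control corrected for plate trend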
The depositor's hits bear a star.

Results for CCOCCCN(C(=O)Cn1nnc(-c2ccc(OC)c(OC)c2)n1)C(CC)C(=O)NC1CCCC1 (stereo not drawn) ?
Rac1 wt modul: 101.0; ABCG2 block: 1.6; Avidin fluor: 22; HRas wt GTP bind: 101.0; Cdc42 wt GTP: 99.0; GSH bead fluor: 11; Rab7 wt modul: 106.0; Rac1 mut GTP: 98.0; ABCB1 block: 1.9; Rab2 wt GTP: 99.0

How did CCOc1ccc(CCNC(=O)C(O)c2ccccc2)cc1 (stereo not drawn) do in these assays?
Rac1 wt modul: 99.0; ABCG2 block: 1.9; Avidin fluor: 4; HRas wt GTP bind: 99.0; Cdc42 wt GTP: 101.0; Pf gamet viab: 1.5; GSH bead fluor: 6; Rab7 wt modul: 98.0; Rac1 mut GTP: 98.0; ABCB1 block: 0.8; Rab2 wt GTP: 98.0

How did C=CC(C)N1C(=O)S/C(=C\c2ccc(N3CCOCC3)cc2C)C1=O (stereo not drawn) do in these assays?
Rac1 wt modul: 104.0; ABCG2 block: 9.8; Avidin fluor: 12; HRas wt GTP bind: 101.0; Cdc42 wt GTP: 98.0; Pf gamet viab: 14.1; GSH bead fluor: 6; Rab7 wt modul: 102.0; Rac1 mut GTP: 99.0; ABCB1 block: 1.6; Rab2 wt GTP: 102.0

How did Cc1cc(NC(=O)CSc2nnc(-c3ccco3)n2Cc2ccco2)no1 do in these assays?
Rac1 wt modul: 107.0; ABCG2 block: 5.3; Avidin fluor: 5; HRas wt GTP bind: 102.0; Cdc42 wt GTP: 105.0; GSH bead fluor: 42; Rab7 wt modul: 104.0; Rac1 mut GTP: 99.0; ABCB1 block: -0.2; Rab2 wt GTP: 101.0

Results for Cn1cc(CN2CCCC(C(=O)c3cc(F)ccc3F)C2)c2ccccc21 (stereo not drawn) ?
Rac1 wt modul: 98.0; ABCG2 block: 7.6; Avidin fluor: 11; HRas wt GTP bind: 98.0; Cdc42 wt GTP: 97.0; Pf gamet viab: 6.2; GSH bead fluor: 10; Rab7 wt modul: 100.0; Rac1 mut GTP: 94.0; ABCB1 block: 1.3; Rab2 wt GTP: 98.0

What do the screens show for `CCOc1ccccc1N(CC(=O)Nc1ccccc1C(=O)NCc1ccco1)S(C)(=O)=O`?
Rac1 wt modul: 106.0; ABCG2 block: 5.1; Avidin fluor: 12; HRas wt GTP bind: 103.0; Cdc42 wt GTP: 102.0; GSH bead fluor: 30; Rab7 wt modul: 102.0; Rac1 mut GTP: 98.0; ABCB1 block: 2.8; Rab2 wt GTP: 102.0

What do the screens show for `CN(C(=O)COC(=O)c1ccc([N+](=O)[O-])cc1Cl)C1CCCCC1`?
Rac1 wt modul: 101.0; ABCG2 block: 0.9; Avidin fluor: 10; HRas wt GTP bind: 98.0; Cdc42 wt GTP: 101.0; Pf gamet viab: -1.7; GSH bead fluor: 11; Rab7 wt modul: 108.0; Rac1 mut GTP: 97.0; ABCB1 block: 0.2; Rab2 wt GTP: 99.0

What do the screens show for `CCCCCC1NC(=O)NC1CCCCCC(=O)O` (stereo not drawn)?
Rac1 wt modul: 98.0; ABCG2 block: 0.2; Avidin fluor: 11; HRas wt GTP bind: 100.0; Cdc42 wt GTP: 100.0; Pf gamet viab: 1.3; GSH bead fluor: 27; Rab7 wt modul: 97.0; Rac1 mut GTP: 94.0; ABCB1 block: 0.1; Rab2 wt GTP: 97.0

Results for c1coc(CN(Cc2ccco2)c2ncnc3c2oc2ccccc23)c1 ?
Rac1 wt modul: 101.0; ABCG2 block: 1.1; Avidin fluor: 20; HRas wt GTP bind: 97.0; Cdc42 wt GTP: 100.0; GSH bead fluor: 17; Rab7 wt modul: 91.0; Rac1 mut GTP: 96.0; ABCB1 block: 0.5; Rab2 wt GTP: 96.0

Results for COc1ccccc1N1CCN(C(=O)c2n[nH]c3ccccc23)CC1 ?
Rac1 wt modul: 96.0; ABCG2 block: 5.5; Avidin fluor: 26; HRas wt GTP bind: 96.0; Cdc42 wt GTP: 100.0; Pf gamet viab: -36.6; GSH bead fluor: 29; Rab7 wt modul: 96.0; Rac1 mut GTP: 99.0; ABCB1 block: 1.0; Rab2 wt GTP: 97.0

Results for CCN(CC)S(=O)(=O)c1ccc(Cl)c(OC)c1 ?
Rac1 wt modul: 105.0; ABCG2 block: 1.8; Avidin fluor: 35; HRas wt GTP bind: 101.0; Cdc42 wt GTP: 101.0; GSH bead fluor: 23; Rab7 wt modul: 102.0; Rac1 mut GTP: 99.0; ABCB1 block: 0.3; Rab2 wt GTP: 100.0

How did COc1ccc(CSc2nnc(C)n2N)cc1[N+](=O)[O-] do in these assays?
Rac1 wt modul: 88.0; ABCG2 block: -0.9; Avidin fluor: 7; HRas wt GTP bind: 93.0; Cdc42 wt GTP: 92.0; Pf gamet viab: 13.0; GSH bead fluor: 23; Rab7 wt modul: 95.0; Rac1 mut GTP: 93.0; ABCB1 block: -0.2; Rab2 wt GTP: 93.0

How did Cc1ccc2c(c1)C1CN(C)CCC1N2C(=O)COc1ccc(N(C)C(=O)C(C)(C)C)cc1 (stereo not drawn) do in these assays?
Rac1 wt modul: 98.0; ABCG2 block: 2.6; Avidin fluor: 10; HRas wt GTP bind: 99.0; Cdc42 wt GTP: 98.0; Pf gamet viab: 9.7; GSH bead fluor: 19; Rab7 wt modul: 100.0; Rac1 mut GTP: 94.0; ABCB1 block: 0.6; Rab2 wt GTP: 98.0

Results for O=C(CCc1ccccc1)NC1CCSC1=O (stereo not drawn) ?
Rac1 wt modul: 106.0; ABCG2 block: -0.8; Avidin fluor: 31; HRas wt GTP bind: 101.0; Cdc42 wt GTP: 104.0; Pf gamet viab: 0.3; GSH bead fluor: 21; Rab7 wt modul: 99.0; Rac1 mut GTP: 100.0; ABCB1 block: -0.6; Rab2 wt GTP: 101.0

Results for CC(C)CSc1nc2ccccc2c(=O)[nH]1 ?
Rac1 wt modul: 111.0; ABCG2 block: 0.8; Avidin fluor: 7; HRas wt GTP bind: 101.0; Cdc42 wt GTP: 102.0; GSH bead fluor: 17; Rab7 wt modul: 100.0; Rac1 mut GTP: 99.0; ABCB1 block: -0.1; Rab2 wt GTP: 102.0

Results for CS/C(=N\S(=O)(=O)c1ccc(Cl)cc1)c1ccccc1 ?
Rac1 wt modul: 101.0; ABCG2 block: 2.7; Avidin fluor: 17; HRas wt GTP bind: 101.0; Cdc42 wt GTP: 100.0; Pf gamet viab: 15.8; GSH bead fluor: 31; Rab7 wt modul: 101.0; Rac1 mut GTP: 98.0; ABCB1 block: 0.8; Rab2 wt GTP: 101.0

Results for O=C(Nc1ccccc1Cl)c1ccccc1Cc1ccccc1 ?
Rac1 wt modul: 111.0; ABCG2 block: 3.9; Avidin fluor: 4; HRas wt GTP bind: 105.0; Cdc42 wt GTP: 105.0; Pf gamet viab: 12.6; GSH bead fluor: 18; Rab7 wt modul: 103.0; Rac1 mut GTP: 106.0; ABCB1 block: 0.8; Rab2 wt GTP: 102.0

How did CC(=O)OCC(=O)Nc1ccc([N+](=O)[O-])cc1Cl do in these assays?
Rac1 wt modul: 100.0; ABCG2 block: 9.0; Avidin fluor: 8; HRas wt GTP bind: 96.0; Cdc42 wt GTP: 99.0; Pf gamet viab: 17.5; GSH bead fluor: 21; Rab7 wt modul: 97.0; Rac1 mut GTP: 98.0; ABCB1 block: 0.2; Rab2 wt GTP: 97.0

What do the screens show for `NC(=O)NOCc1ccc(Cl)cc1Cl`?
Rac1 wt modul: 101.0; ABCG2 block: 0.1; Avidin fluor: 9; HRas wt GTP bind: 99.0; Cdc42 wt GTP: 98.0; Pf gamet viab: -5.4; GSH bead fluor: 17; Rab7 wt modul: 98.0; Rac1 mut GTP: 98.0; ABCB1 block: 0.4; Rab2 wt GTP: 98.0

Results for CC12CCC(=O)N1c1ccccc1C(=O)N2c1ccccc1 (stereo not drawn) ?
Rac1 wt modul: 101.0; ABCG2 block: 1.1; Avidin fluor: 13; HRas wt GTP bind: 99.0; Cdc42 wt GTP: 100.0; GSH bead fluor: 26; Rab7 wt modul: 99.0; Rac1 mut GTP: 99.0; ABCB1 block: 0.7; Rab2 wt GTP: 100.0

Results for Clc1cc2cccnc2c2ccccc12 ?
Rac1 wt modul: 98.0; ABCG2 block: -0.1; Avidin fluor: -4; HRas wt GTP bind: 100.0; Cdc42 wt GTP: 97.0; Pf gamet viab: -10.5; GSH bead fluor: 10; Rab7 wt modul: 100.0; Rac1 mut GTP: 97.0; ABCB1 block: 0.1; Rab2 wt GTP: 101.0

Results for Cc1oc(-c2ccc3c(c2)OCCO3)cc1C(=O)O ?
Rac1 wt modul: 101.0; ABCG2 block: 1.7; Avidin fluor: 34; HRas wt GTP bind: 100.0; Cdc42 wt GTP: 100.0; GSH bead fluor: 13; Rab7 wt modul: 101.0; Rac1 mut GTP: 96.0; ABCB1 block: 0.1; Rab2 wt GTP: 98.0

Results for O=C1c2cccc3c([N+](=O)[O-])ccc(c23)C(=O)N1CC1CCCO1 (stereo not drawn) ?
Rac1 wt modul: 96.0; ABCG2 block: 13.7; Avidin fluor: 12; HRas wt GTP bind: 93.0; Cdc42 wt GTP: 95.0; Pf gamet viab: 20.5; GSH bead fluor: 20; Rab7 wt modul: 94.0; Rac1 mut GTP: 92.0; ABCB1 block: 1.0; Rab2 wt GTP: 95.0

Results for N#CN=C1SCCS1 ?
Rac1 wt modul: 105.0; ABCG2 block: 3.7; Avidin fluor: 6; HRas wt GTP bind: 101.0; Cdc42 wt GTP: 104.0; GSH bead fluor: 38; Rab7 wt modul: 99.0; Rac1 mut GTP: 100.0; ABCB1 block: 1.1; Rab2 wt GTP: 101.0

How did CC(C)c1nc(N2CCN(C(=O)c3ccco3)CC2)c2c3c(sc2n1)CCCC3 do in these assays?
Rac1 wt modul: 93.0; ABCG2 block: 16.8; Avidin fluor: 9; HRas wt GTP bind: 94.0; Cdc42 wt GTP: 92.0; GSH bead fluor: 66; Rab7 wt modul: 94.0; Rac1 mut GTP: 89.0; ABCB1 block: 3.6; Rab2 wt GTP: 90.0

Results for CCOc1ccc(CCNC(=O)CSc2nn(-c3ccc(C)c(Cl)c3)c(=S)s2)cc1OCC ?
Rac1 wt modul: 103.0; ABCG2 block: 1.6; Avidin fluor: 13; HRas wt GTP bind: 101.0; Cdc42 wt GTP: 102.0; Pf gamet viab: -22.7; GSH bead fluor: 20; Rab7 wt modul: 98.0; Rac1 mut GTP: 101.0; ABCB1 block: 0.1; Rab2 wt GTP: 98.0

Source: PubChem (several laboratories)
